# Texas Red fluor: Texas Red region autofluorescence. max dye-equivalent concentration, M. Compound fluorescence, Texas Red channel, 547/618 nm; stronger effect = higher value. 59,000 compounds, 0.06% hits; in the data active means max dye-equivalent concentration above about 10 nM; inconclusive means between about 1.1 nM and that limit
#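 qHTS profiling of intrinsic compound fluorescence; 100 mM Tris pH 8.0; 15 min RT; ex 547 / em 618 nm; response expressed as Texas Red dye-equivalent concentration from six-point plate standard.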
# Tau filament bind: tau filament binding; P10636; recombinant tau filaments, thioflavin S fluorescence, 15 h; filaments grown with octadecylsulfate alongside compound; Potency, µM (highest dose often 57.1 µM), for inactives: at the highest dose activity change, negative = inhibition; 71,000 compounds, 2% hits;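 further: potency means the concentration at half of the fitted maximal effect; on the % scale 0 is the no-effect control and ±100 the full control effect; actives lower thioflavin S fluorescence by blocking filaments or displacing dye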
#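 Thioflavine S fluorescence (ex 450, em 510 nm) reports filaments formed from 1 uM human tau plus 30 uM ODS over 15 h at 37 C (10 mM HEPES pH 7.4, 100 mM NaCl, 5 mM DTT); compounds displacing dye or blocking filaments lower signal.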
# HADH2 inh: blocks human hydroxyacyl-CoA dehydrogenase type II | Q99714 | recombinant HADH2, NADH fluorescence, beta-hydroxybutyryl-CoA | Potency, µM (highest dose often 57.1 µM), inactives show at the highest dose activity change, negative = inhibition, actives largely listed as inhibitors | 73,000 compounds, 3.4% hits | AID 886; further: potency means the concentration at half of the fitted maximal effect; on the % scale 0 is the no-effect control and ±100 the full control effect; nearly all actives have a fitted effect of over 60% in size; many of its hits are not listed in these tables
# Target sequence (Q99714 whole entry, looked up, one chain of several): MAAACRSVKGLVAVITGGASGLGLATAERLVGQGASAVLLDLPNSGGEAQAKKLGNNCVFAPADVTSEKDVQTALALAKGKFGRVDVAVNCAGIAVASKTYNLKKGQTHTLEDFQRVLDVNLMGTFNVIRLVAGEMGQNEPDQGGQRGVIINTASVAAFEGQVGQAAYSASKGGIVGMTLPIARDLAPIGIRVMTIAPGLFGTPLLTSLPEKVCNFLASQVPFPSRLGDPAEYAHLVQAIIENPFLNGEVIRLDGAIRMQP
#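 Activity measured as NADH fluorescence gain (360/450 nm), taken as the change between first and last reads of a 4-min kinetic run. Conditions: pH 9.0 Tris buffer, 20 nM E. coli-expressed His-tagged enzyme, 1 mM NAD+, 90 uM beta-hydroxybutyryl-CoA; 15-min compound preincubation.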
# ERK AVP block: vasopressin-driven ERK pathway inhibition | 72,000 compounds, 0.99% hits | HEK293-V1b, vasopressin-stimulated pERK AlphaScreen | Potency, µM (series often up to 57.5 µM), for the others: top-dose activity, negative = inhibition, usual class: inhibitors | AID 995; further: potency means the concentration at half of the fitted maximal effect; on the % scale 0 is the no-effect control and ±100 the full control effect; nearly all actives have a fitted effect of over 55% in size
#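 Phosphorylated ERK1/2 detected via AlphaScreen bead proximity in lysates of V1b-expressing HEK293 cells given 25 nM vasopressin for 5 min after 30 min compound exposure (37 °C). AC50 from Hill equation; basal DMSO 0%, vasopressin 100%.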
# HEK293 cAMP ctrl: raises cAMP in parental HEK293 cells, TSHR agonist counter-screen; Potency, µM (highest dose often 57.1 µM), without a hit: at the top dose activation, most hits filed as activators; 73,000 compounds, 2.5% hits; parental HEK293 CNG cAMP sensor, membrane potential fluorescence; further: potency means the concentration at half of the fitted maximal effect; % of control where 0% means no effect; nearly all actives have a fitted effect of over 55% in size
#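 Counterscreen for endogenous-receptor signalling: CNG-channel HEK 293 cells report cAMP rise by membrane depolarization. After 60 min dye equilibration with 100 uM RO 20-1724, compounds incubated 30 min before bottom-read fluorescence at 590 nm.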
# Rhodamine autofl: rhodamine region autofluorescence; Rhodamine-region fluorescence, 547/598 nm, Tris buffer; stronger effect = higher value; max dye-equivalent concentration, M; 59,000 compounds, 0.05% hits; in the data active means max dye-equivalent concentration above about 11 nM; inconclusive means between about 1.1 nM and that limit
#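 Steps: pin-transfer compounds into pH 8.0 Tris (100 mM), hold 15 min at room temperature, image with a 547/598 nm filter pair, and convert intensities to rhodamine-equivalent concentration using a six-point on-plate rhodamine series.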
# Fluorescein fluor: fluorescein region autofluorescence; AID 593; max fluorescein-equivalent concentration, M; 59,000 compounds, 0.91% hits; Compound autofluorescence, 480/540 nm, fluorescein-equivalent; stronger effect = higher value; in the data active means max fluorescein-equivalent concentration above about 10 nM; inconclusive means between about 1.1 nM and that limit
#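 Each compound is tested across a concentration series in 100 mM Tris buffer at pH 8.0. After 15 min at room temperature, plates are imaged with 480 nm excitation and 540 nm emission filters, and intensities are converted to fluorescein-equivalent values.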
# USP2a inhib: inhibitors of human ubiquitin-specific protease USP2a; O75604; USP2a enzymatic assay, qHTS inhibition; Potency, µM (titrated, usually from 38.3 µM), without a hit: top-dose activity change, negative = inhibition, hits mostly inhibitors; 60,000 compounds, 0.1% hits; AID 927;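 further: potency means the concentration at half of the fitted maximal effect; nearly all actives have a fitted effect of over 60% in size; plate controls were DMSO for no effect and NEM full inhibition control for full effect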
#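 Coupled readout: USP2-cleaved Ub-PLA2 (20nM final) turns over NBD C6-HPC (20uM final), Ex 460nm/Em 535nm after 2.5 h, time-zero read flagging artifacts. Enzyme (20nM final, pH 8.0 Tris) given 30 min RT with compound first; NEM defines full inhibition.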
# Casp7 inh: caspase-7 (human) inhibition, allosteric or competitive. 75,000 compounds, 0.02% hits. AID 889. recombinant caspase-7, Ac-DEVD-AFC fluorescence rate. Potency, µM (series often up to 57.5 µM), without a hit: at the top dose activity change, negative = inhibition, usual class: inhibitors; active means well fitted inhibition curve with a large enough effect in the main read-out, with a control signal flat, not every such curve was filed as active; inconclusive means small, poorly fitted or top-dose-only effect, or a change in a side signal; further: potency means the concentration at half of the fitted maximal effect; % of control where 0% means no effect
# Target sequence (P55210 24-198 limits assumed): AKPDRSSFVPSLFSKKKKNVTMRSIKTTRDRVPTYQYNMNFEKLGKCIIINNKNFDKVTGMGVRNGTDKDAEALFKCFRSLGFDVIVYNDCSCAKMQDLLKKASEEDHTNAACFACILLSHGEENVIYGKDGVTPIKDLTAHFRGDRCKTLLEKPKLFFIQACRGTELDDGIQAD
# Target sequence (P55210 207-303 limits assumed): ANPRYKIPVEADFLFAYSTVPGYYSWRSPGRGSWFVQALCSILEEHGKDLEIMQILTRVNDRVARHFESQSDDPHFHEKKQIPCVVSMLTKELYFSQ
# FLuc inh: firefly luciferase inhibition; P08659; purified firefly luciferase, luminescence, 8 min; Potency, µM (top dose mostly 57.1 µM), inactives show at the highest dose activity change, negative = inhibition, most hits filed as inhibitors; 72,000 compounds, 2.2% hits; further: potency means the concentration at half of the fitted maximal effect; on the % scale 0 is the no-effect control and ±100 the full control effect; nearly all actives have a fitted effect of over 40% in size
#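 Inhibition of light generation by firefly luciferase from ATP and luciferin was profiled with concentration-response curves per sample, ATP held at 10 uM within the enzyme's linear range. Plates were read by luminescence after an 8-minute ambient incubation.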
# Caspase-1 inhib: caspase-1 (human) inhibition, allosteric or competitive; P29466; Caspase-1 enzyme, Ac-WEHD-AFC fluorogenic rate; Potency, µM (titrated, usually from 57.5 µM), for inactives: top-dose activity change, negative = inhibition, hits mostly inhibitors; 75,000 compounds, 0.03% hits;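 further: potency means the concentration at half of the fitted maximal effect; plate controls were vehicle for no effect and no substrate for full effect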
# Target sequence (P29466 120-297 limits assumed): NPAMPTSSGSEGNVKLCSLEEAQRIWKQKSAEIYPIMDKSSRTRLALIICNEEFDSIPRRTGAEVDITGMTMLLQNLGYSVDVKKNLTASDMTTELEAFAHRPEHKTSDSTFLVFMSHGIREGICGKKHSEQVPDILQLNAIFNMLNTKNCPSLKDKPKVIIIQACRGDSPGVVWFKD
# Target sequence (P29466 317-404 limits assumed): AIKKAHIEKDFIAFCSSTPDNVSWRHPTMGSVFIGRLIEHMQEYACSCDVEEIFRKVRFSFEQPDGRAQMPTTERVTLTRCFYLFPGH
# Starred values were filed as active, the others as inactive; i = inactive; ? = inconclusive; / = not tested or not shown; [ ] = another dose, or the depositor's remark. Unless noted, the call rests on the fitted dose curve; in most records, active means well fitted curve in the direction sought with a large enough effect; inconclusive means small, poorly fitted or top-dose-only effect, or another doubt; inactive means no such curve, though single readings can be large; an effect the other way counts as inactive or inconclusive.
# The line under a structure holds: Texas Red fluor	Tau filament bind	HADH2 inh	ERK AVP block	HEK293 cAMP ctrl	Rhodamine autofl	Fluorescein fluor	USP2a inhib	Casp7 inh	FLuc inh	Caspase-1 inhib
> Cn1c(=O)c2cn(-c3ccc4c(c3)OCCO4)cc2n(C)c1=O
  i	4%	15%	-15%	5%	i	i	2%	-6%	-14%	-7%
> CCn1c(CC(=O)Nc2ccccc2F)nnc1SCC(=O)N1CCN(c2ccccc2)CC1
  i	19%	-4%	-27%	-3%	i	?	29%	-3%	-3%	-2%
> O=C(c1cccc(N2C(=O)C3CC=CCC3C2=O)c1)N1CCN(c2ccccc2)CC1 (configuration not stated)
  i	-28%	-1%	-21%	25%	i	i	42%[activator]	-9%	-1%	-5%
> Cc1nnc2sc(-c3ccc(NC(=O)c4ccc(-c5ccc(Cl)cc5Cl)o4)cc3)nn12
  ?	i	23%	-20%	10%	?	1.2e-08M*	32%[activator]	-13%	0%	-11%
> COc1ccc(C(C)=O)c(OC(=O)c2ccc(OC)c(OC)c2)c1
  i	6%	24%	-11%	10%	i	i	4%	0%	0%	-2%
> Cn1nnc2c(NCc3ccco3)nccc21
  i	2%	32µM*	0%	1%	i	i	-7%	7%	0%	-3%
> CCn1cc(C(=O)N2CC(C)CC(C)C2)c(=O)c2cc(S(=O)(=O)N3CCOCC3)ccc21 (configuration not stated)
  ?	13%	-3%	-7%	2%	i	i	17%	1%	1%	-2%
> C(CCc1nnc2c(n1)CCCC2)Cc1nnc2c(n1)CCCC2
  i	-2%[11.4 µM]	-2%[11.4 µM]	-13%[11.5 µM]	-4%[11.4 µM]	i	i	/	-2%[11.5 µM]	1%[11.4 µM]	-3%[11.5 µM]
> O=C(c1ccsc1)N1CCN(C(=O)c2cccs2)CC1
  /	-5%	-1%	-3%	7%	/	/	-10%	-1%	-10%	0%
> COc1ccccc1NC(=O)c1ccc(CN2CCOCC2)cc1
  /	-1%	5%	3%	9%	/	/	0%	0%	-2%	0%
> O=C(Cn1ncc2c(=O)oc3ccccc3c21)Nc1nc2ccccc2s1
  i	10%	1%	15%	6%	i	i	2%	4%	1%	0%
> COc1cccc(Nc2ncc3ncc(=O)n(C)c3n2)c1
  i	-12%	7%	-11%	5%	i	i	176%[activator]	-9%	-3%[11.4 µM]	-6%
> CCn1c2ccccc2c2nnc(SCC(=O)Nc3ncccn3)nc21
  i	-20%	-3%	-24%	-11%	i	i	3%	-1%	0%	2%
> COCCCn1c(-c2ccsc2)nc2c1c(=O)[nH]c(=O)n2Cc1ccccc1
  i	0%	-11%	-25%	14%	i	i	21%	-2%	5%	-2%
> CCc1ccc(Cn2nnc(C(=O)NCc3ccccc3OC)c2N)cc1
  /	432%	10%	1%	?	/	/	/	-1%	4%	1%

# Following part
# The line under a structure holds: Texas Red fluor	Tau filament bind	HADH2 inh	ERK AVP block	HEK293 cAMP ctrl	Rhodamine autofl	Fluorescein fluor	USP2a inhib	Casp7 inh	FLuc inh	Caspase-1 inhib
> Cc1ccc(-n2ncc3c(=O)[nH]c(SCC(=O)N4CCCc5ccccc54)nc32)cc1
  i	10%	-7%	36%	40µM*	i	?	28%	1%	0%	-1%
> CCOC(=O)N1CCN(c2c(N3CCN(c4cccc(C(F)(F)F)c4)CC3)c(=O)c2=O)CC1
  i	5%	12%	12%	3%	i	i	6%	0%	0%	1%
> Cc1cccc(CCNC(=O)CN(C)S(=O)(=O)c2ccc3c(c2)c(=O)n(C)c(=O)n3C)c1
  /	34%	10%	-22%	2%	/	/	/	0%	1%	-4%
> O=C1OCCC1Sc1nnc(-c2ccco2)o1 (configuration not stated)
  ?	-10%	-4%	1%	1%	i	i	-5%	-1%	0%	1%
> CC(C)CNS(=O)(=O)c1ccc(S(=O)(=O)N2CCN(CCC#N)CC2)cc1
  /	0%	10%	18%	3%	/	/	/	-6%	3%	2%
> O=C(CCC(=O)c1cccs1)OCC(=O)N1CCN(C(=O)c2ccco2)CC1
  i	-3%	0%	-3%	-1%	i	?	-10%	-2%	0%	0%
> COC(=O)c1cc(-c2ccc(Br)cc2)on1
  /	7%	10%	24%	19%	/	/	/	0%	-13%	-2%
> CCCCOc1ccc(OCCCC)c2c1NC1(N2)C(=O)N(C(C)=O)c2ccccc21
  i	-82%	6%	8%	30%	i	?	2%	0%	4%	-1%
> Cc1cc2c(c(=O)n1Cc1ccc3c(c1)OCO3)C(c1cccnc1)C(C#N)=C(N)O2 (configuration not stated)
  i	38%	18%	?	4%	i	i	-1%	-2%	-1%	-1%
> Cn1nnnc1SCC(=O)NCc1ccco1
  i	9%	-14%	12%	21%	i	?	-2%	-6%	0%	-3%
> CCOC(=O)Cn1c(=O)oc2cc(S(=O)(=O)N3CCn4c3nc3ccccc34)ccc21
  /	13%	-9%	/	23%	/	/	/	1%	3%	-4%
> COc1ccccc1NS(=O)(=O)c1ccc(Br)s1
  i	5%	6%	23%	10%	i	i	7%	-1%	0%	-2%
> CC(=O)c1ccc(Cl)c(Cl)c1Cl
  /	12%	3%	12%	6%	/	/	/	1%	/	-8%
> Cc1ccnc(NC(=O)C2CCN(S(=O)(=O)c3cccc4nonc34)CC2)c1
  ?	-14%	1%	-29%	-5%	i	i	5%	-3%	1%	0%
> CCOc1ccc(OCC)c(NC(=O)CN2CCN(C(=O)c3ccco3)CC2)c1
  i	-2%	0%	0%	15%	i	i	20%	-1%	0%	1%

# Later entries
# The line under a structure holds: Texas Red fluor	Tau filament bind	HADH2 inh	ERK AVP block	HEK293 cAMP ctrl	Rhodamine autofl	Fluorescein fluor	USP2a inhib	Casp7 inh	FLuc inh	Caspase-1 inhib
> COc1ccc(OC)c2[nH]c(=O)c(CCNC(=O)C(C)(C)C)cc12
  /	-10%	5%	/	6%	/	/	/	-1%	-5%	1%
> CC(C)=CCC/C(C)=C/CO/N=C1/[C@H]2O[C@@H]2[C@@H](O)[C@H]2[C@H]1CCn1c(=O)n(C)c(=O)n12
  /	/	8%[11.4 µM]	-7%[11.5 µM]	4%[11.4 µM]	/	/	/	-1%[11.5 µM]	0%[11.4 µM]	0%[11.5 µM]
> CCOC(=O)c1c(C)c(C(=O)Nc2cc(F)ccc2F)c(C)n1C
  i	71%	-2%	-15%	7.9µM*	i	i	10%	-1%	-1%	2%
> CCc1c(C(C)O)oc2ccc3c(C)cc(=O)oc3c12 (configuration not stated)
  /	9%[11.4 µM]	20%[11.4 µM]	?	3%[11.4 µM]	/	/	9%[7.66 µM]	1%	-1%	-1%
> COc1ccccc1N1CCN(c2cc(N3CCCC3)nc(C)n2)CC1
  i	2%	-3%	1%	7%	i	i	42%[activator]	-1%	2%	-2%
> CCc1nnc2sc(-c3ccc(NC(=O)c4ccco4)cc3)nn12
  ?	-19%	-1%	-8%	8%	i	?	27%	-2%	?	1%
> CC(C)OC(=O)c1c(N)sc2c1CCCC2
  ?	-22%	7.9µM*	-13%	-22%	i	?	0%	-1%	-2%	0%
> CC(C)c1nnc(NC(=O)CCN2C(=O)c3ccccc3C2=O)s1
  /	0%	15%	20%	7%	/	/	-3%	1%	-1%	0%
> Cc1ccc2occ(CN3CCN(c4ccccc4)CC3)c(=O)c2c1
  /	0%	-5%	-14%	?	/	/	5%	1%	3%	2%
> CN(C)c1ccc(-n2cc3c(=O)n(C)c(=O)n(C)c3c2)cc1
  i	-23%	10%	?	-3%	i	i	9%	-2%	-12%	1%
> CCOc1ccc(CN(Cc2ccco2)C(c2cccs2)c2nnnn2C(C)(C)C)cc1 (configuration not stated)
  i	2%	-6%	-2%	21%	i	i	8%	-2%	3%	-2%
> C=C(CC1([C@@H](NP(=O)(c2ccccc2)c2ccccc2)[C@H]2C[C@@H]2CCN(C(=O)OCC)S(=O)(=O)c2ccc(C)cc2)CC1)c1ccccc1
  /	13%	1%	8%	13%	/	/	/	-3%	/	1%
> COC(=O)c1ccc(/C(O)=C(\C#N)c2nc3ccccc3s2)cc1
  i	-18%	-16%	-13%	?	i	i	7%	-2%	-4%	-2%

# In the list so far, three have an NH in an aromatic ring:
# The line under a structure holds: Texas Red fluor	Tau filament bind	HADH2 inh	ERK AVP block	HEK293 cAMP ctrl	Rhodamine autofl	Fluorescein fluor	USP2a inhib	Casp7 inh	FLuc inh	Caspase-1 inhib
> COCCCn1c(-c2ccsc2)nc2c1c(=O)[nH]c(=O)n2Cc1ccccc1
  i	0%	-11%	-25%	14%	i	i	21%	-2%	5%	-2%
> Cc1ccc(-n2ncc3c(=O)[nH]c(SCC(=O)N4CCCc5ccccc54)nc32)cc1
  i	10%	-7%	36%	40µM*	i	?	28%	1%	0%	-1%
> COc1ccc(OC)c2[nH]c(=O)c(CCNC(=O)C(C)(C)C)cc12
  /	-10%	5%	/	6%	/	/	/	-1%	-5%	1%

# Assay outcomes as filed in PubChem BioAssay.

# Only part of the results is shown; the hit share may differ from the screen's.
